PTK2B oligo ant: antagonists of Pyk2 self-association, primary screen, Q293 cells, FERM NanoBiT luminescence, HTS. active compounds read low. z-score (the deposit names both 25 µM and 10 µM). Protein-tyrosine kinase 2-beta (Homo sapiens), Q14289. AID 1347419, 2020. hit rate 0.83% among 99,000;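 active = Z-score of -3 or lower, scaled per plate to the spread of control and sample wells; inactive = z-score above -3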;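 note: negative z-score means lost luminescence so less FERM oligomerization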
IL1B cytotox: cytotoxicity in IL-1B stimulated HUVEC, primary screen, cytotoxicity control for IL-1B NFkB translocation project, imaging, Hoechst nuclear count, IL-1B stimulus; HUVEC cell count loss; hit rate 0.41% among 94,000; cell count reduction, % at 2 µM;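 active = cell count reduction more than 3 SD above the screen-wide mean, cut at about 70% in these data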;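 note: normalized per plate to untreated control cells as the no-loss baseline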
HUVEC tox TNFa: cytotoxicity in TNFa-stimulated HUVEC, primary screen, cytotoxicity control for VCAM1 expression modulator project, imaging, Hoechst nuclei count | cell count reduction, % at 2 µM | HUVEC TNFalpha-stimulated, Hoechst cell count | hit rate 0.17% among 93,000;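 active = cell count reduction exceeding the screen mean by over 5 SD, scaled to untreated wells per plate, cut at about 78% in these data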;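 note: cells counted after 24 h of TNF alpha exposure following the 1 h pretreatment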
F-actin modifier: modifiers of F-actin cytoskeleton organization, primary screen, imaging, HUVEC, phalloidin staining, high-content imaging. HUVEC TNFa F-actin phalloidin imaging. inhibition, % at 2 µM. hit rate 0.18% among 91,000. AID 836, 2007;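 active = inhibition above the batch mean plus 3 SD and confirmed as a hit by visual image inspection, cut at about 30% in these data, passing the limit was not always enough; inconclusive = above the inhibition threshold but rejected on visual inspection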; note: strong numbers were not always called active
VCAM1 TNFa inh: inhibitors of TNFa-induced VCAM1 expression, primary screen, imaging, HUVEC, TNFa stimulus, immunofluorescence | HUVEC TNFa-induced VCAM-1 immunofluorescence, high-content imaging | inhibition, % at 2 µM | hit rate 0.48% among 95,000 | AID 802, 2007;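 active = inhibition above the batch mean plus 3 SD, with images confirmed as a hit by eye, cut at about 37% in these data; inconclusive = inhibition above that limit but hit not confirmed in images; inactive = inhibition not above that limit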;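 note: 0% = TNF-stimulated DMSO wells and 100% = unstimulated control wells; not every result past the cut was called active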
H69AR growth 86K: proliferation blockers of H69AR lung cancer cells, primary screen, cell-based, human, 86K library. viability, % at 10 µM. AID 598, 2007. H69AR lung tumor viability, ATP luminescence, 72 h; active compounds read low. hit rate 6% among 85,000;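 active = viability at or below 40%; inactive = viability above 40%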;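 note: multidrug resistant small cell line overexpressing MRP-1 efflux transporter; 100% = mean luminescence of untreated control wells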
Smad3 FoxH1 inh: Smad3/FoxH1 peptide binding inhibitors, primary screen, biochemical, TR-FRET. Mothers against decapentaplegic homolog 3 (Homo sapiens), P84022. TR-FRET Smad3/Dy647-FoxH1 peptide binding, europium anti-His. inhibition, % at 25 µM. hit rate 0.29% among 88,000. AID 630, 2007;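 active = compounds that reduce the energy-transfer binding signal between the protein and its labelled peptide by more than half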;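 note: 0% = Smad3 plus labelled peptide maximal FRET and 100% = peptide-only background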
Target sequence (P84022 whole entry, looked up): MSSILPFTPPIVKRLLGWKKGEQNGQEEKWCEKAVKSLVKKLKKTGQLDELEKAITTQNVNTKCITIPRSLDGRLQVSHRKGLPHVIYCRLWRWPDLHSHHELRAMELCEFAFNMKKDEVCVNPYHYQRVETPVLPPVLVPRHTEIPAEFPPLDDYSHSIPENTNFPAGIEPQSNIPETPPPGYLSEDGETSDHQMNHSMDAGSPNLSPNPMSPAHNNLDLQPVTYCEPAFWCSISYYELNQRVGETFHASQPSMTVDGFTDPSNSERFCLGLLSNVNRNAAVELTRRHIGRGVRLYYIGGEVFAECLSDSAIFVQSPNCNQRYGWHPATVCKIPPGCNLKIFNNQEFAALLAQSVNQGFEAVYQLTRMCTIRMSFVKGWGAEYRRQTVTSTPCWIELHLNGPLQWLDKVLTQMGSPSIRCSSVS
HUVEC prolif 384: inhibitors of HUVEC proliferation, primary screen, cell-based, 384-well; CellTiter-Glo luminescence, 72 h; active compounds read low; viability, % at 10 µM (by protocol); hit rate 1.1% among 86,000; AID 648, 2007;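 active = viability at or below 30%; inactive = viability above 30%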;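 note: 100% = median luminescence of DMSO-only cell control wells on each plate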
Lung fibro prol: antiproliferative effect on LL 47 fibroblasts – human, LL 47 cells, CellTiter-Glo luminescence, primary screen; hit rate 1.1% among 85,000; LL 47 human lung fibroblast viability, ATP luminescence; active compounds read low; AID 719, 2007; viability, % at 10 µM;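 active = viability at or below 50% in the single dose screen; inactive = viability above 50%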;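 note: compound exposure lasted 72 h before the ATP readout; 100% = median luminescence of untreated cell-only wells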
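Material: human LL 47 lung fibroblast cells; quantity: 1,150 cells/well; medium: IMEM plus 15% FBS; doses: 0.1% DMSO in all compound wells; timing: overnight attachment after seeding, then 72 h compound exposure at 37 °C; detection: CellTiter-Glo luminescence; measure: % viability of median cell-only signal; controls: cell-only wells, no compound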
The depositor's hits bear a star; ? = inconclusive; nt = not tested or not shown. Only part of the results is shown; the hit share may differ from the screen's.

item	SMILES	PTK2B oligo ant	IL1B cytotox	HUVEC tox TNFa	F-actin modifier	VCAM1 TNFa inh
1	CCOC(=O)c1[nH]c(C)c(C(=O)OCc2c(C)noc2C)c1C	-1.7	30	-24	-15	0
2	O=C(COc1ccccc1)Nc1ccccc1N1CCCCC1	-1.4	0	-19	0	-5
3	O=C(CSc1nnc(Cn2nnc(-c3ccccc3)n2)n1-c1ccccc1)Nc1ccccc1	-0.11	6	14	-9	-18
4	CCCCC(=O)Nc1nc(C)c(-c2csc(Nc3ccc(Cl)cc3)n2)s1	nt	21	-9	-5	12
5	CCOC(=O)N1CCN(C(=O)COc2ccc(S(=O)(=O)Nc3ccc(OCC)cc3)cc2)CC1	0.71	-34	5	22	4
6	CNC(=O)c1ccc(-c2sc3nc(N4CCOCC4)c4c(c3c2N)CCCC4)o1	0.75	-7	-49	-12	7
7	CCN(CC)S(=O)(=O)c1ccc(NC(=O)C(C)N(c2ccccc2)S(C)(=O)=O)cc1 (stereo not drawn)	0.7	-24	-3	-7	-39
8	Cc1nnc(NC(=O)CSC2CCCCC2)s1	nt	nt	nt	nt	nt
9	COc1ccccc1OCCCCOc1ccccc1F	-0.19	-3	-7	31	16
10	COc1ccc(/C=C2\OC(=S)N(C)C2=O)cc1	-0.81	16	0	1	13
11	COC(=O)C(C)n1cnc2c(nnn2-c2ccc(OC)cc2)c1=O (stereo not drawn)	1.1	-32	-25	9	-23
12	CN(C)c1nc(Cl)cc(N2CCOCC2)n1	0.81	-31	-21	11	-6
13	COc1ccc(CSc2n[nH]c(C)n2)cc1Br	-0.49	-8	-26	-3	15
14	COc1ccc(N2C(=O)CC(N3CCC(O)(c4cccc(C(F)(F)F)c4)CC3)C2=O)cc1 (stereo not drawn)	2.5	-37	-37	13	3
15	CC(=O)c1c(N2CCN(C(=O)c3ccco3)CC2)nc(=S)n(-c2ccccc2)c1C	-0.42	3	-25	-9	-4

item	H69AR growth 86K	Smad3 FoxH1 inh	HUVEC prolif 384	Lung fibro prol
1	65	-7	87	97
2	71	4	83	81
3	77	9	80	104
4	nt	nt	nt	nt
5	82	5	101	95
6	21*	3	30	96
7	101	4	106	101
8	90	1	97	99
9	nt	nt	nt	nt
10	90	3	74	96
11	103	7	101	100
12	nt	nt	nt	nt
13	nt	nt	nt	nt
14	nt	nt	nt	nt
15	99	18	97	99

(continued)
item	SMILES	PTK2B oligo ant	IL1B cytotox	HUVEC tox TNFa	F-actin modifier	VCAM1 TNFa inh
16	Cc1ccc(C2CC(=O)NC3=C2C(=O)CCC3)cc1Br (stereo not drawn)	0.21	-48	-41	10	7
17	COc1ccc(C(=O)O)cc1S(=O)(=O)N(C)CCc1cccnc1	0.3	-30	-32	4	0
18	O=C(COc1ccc(Br)cc1)N1CCN(c2ccccc2)CC1	1.9	-11	-4	6	-8
19	CCn1c(-c2cc3c(C(F)(F)F)nn(C)c3s2)n[nH]c1=S	0.73	-5	-1	-6	-8
20	COc1ccc(CNc2nc(-c3ccccc3)nn2C(=O)c2cccs2)cc1	-0.95	-18	-25	4	4
21	COc1ccc(Cn2nnc3c(=O)[nH]c(C4CCN(C(=O)c5ccccc5Cl)CC4)nc32)cc1	-1.4	-14	-14	nt	22
22	CCOC(=O)c1ccc(N2C(=O)CC(N3CCCC(C)C3)C2=O)cc1 (stereo not drawn)	-0.13	4	-3	-3	-24
23	CC(=O)N1CCN(Cc2cc(=O)n3cc(Cl)c(C)c(Cl)c3n2)CC1	-0.27	nt	nt	nt	nt
24	CCCCCn1c(CN2CCN(C(=O)OCC)CC2)nc2c1c(=O)[nH]c(=O)n2C	-0.35	-9	1	4	-21
25	COc1cccc(S(=O)(=O)Nc2cccc(C(=O)N3CCOCC3)c2)c1	-0.07	-10	14	-45	22
26	CCOc1ccccc1N1C(=O)c2ccc(C(=O)O)cc2C1=O	0.8	-7	-27	1	6
27	CCSc1nc2c(sc3ccccc32)c(=O)n1C(C)C	0.13	9	-7	7	6
28	c1cc(CNC2=NCCCCC2)ccn1	0.39	-9	-9	3	2
29	CC1(C)CC(=O)C2=C(C1)N(Cc1ccccc1)C(=O)C2(O)C(F)(F)F (stereo not drawn)	0.97	1	38	-11	4
30	O=C(c1cc(-c2ccccc2)on1)N1CCN(C(=O)c2ccco2)CC1	0.13	-17	-12	-6	1

item	H69AR growth 86K	Smad3 FoxH1 inh	HUVEC prolif 384	Lung fibro prol
16	90	3	106	98
17	86	3	98	98
18	101	6	95	108
19	nt	nt	nt	nt
20	96	10	103	99
21	nt	nt	nt	nt
22	99	2	94	98
23	90	5	92	106
24	73	7	106	99
25	103	-1	93	109
26	103	-5	97	106
27	45	-15	89	96
28	93	7	107	102
29	91	11	99	101
30	108	0	105	101

More compounds follow:
item	SMILES	PTK2B oligo ant	IL1B cytotox	HUVEC tox TNFa	F-actin modifier	VCAM1 TNFa inh
31	CCOc1cccc(NC(=O)C2CC(=O)N(C)C(=Nc3ccccc3)S2)c1 (stereo not drawn)	-1.4	-19	-6	-2	15
32	COC1(c2ccccc2)NC(=S)NN=C1c1ccccc1 (stereo not drawn)	-0.29	-17	100*	?	?
33	CCOC(=O)CSC1=C(C#N)C(c2ccc(C)cc2)C(C(=O)OC)C(=O)N1 (stereo not drawn)	0.57	22	7	-9	6
34	COc1ccc(-c2nnc(SC(C)C(=O)Nc3ccc4c(c3)OCCO4)o2)cc1 (stereo not drawn)	-0.61	-24	-30	11	5
35	N=c1n(CCN2CCOCC2)c2ccccc2n1CC(=O)c1ccc(Cl)c(Cl)c1	2	12	-4	-7	7
36	Cc1csc2c(C#N)c(=O)c3c(n12)CCC3	0.56	18	-11	9	6
37	CC1CCCC(C)N1CC(C)(C)NS(=O)(=O)c1ccc(Cl)cc1 (stereo not drawn)	-0.3	1	-21	10	-3
38	c1ccc(C2(CNc3ccccn3)CCCC2)cc1	0.17	-14	-7	-1	2
39	CCC(=O)Nc1cccc(NC(=O)c2cccc([N+](=O)[O-])c2)c1	0.66	-22	-11	18	-1
40	Cc1cc(C)c2c(N)c(S(=O)(=O)c3ccccc3)sc2n1	0.07	-18	2	-1	31
41	CCOCCOC(=O)COc1ccc(N2C(=O)c3ccccc3C2=O)cc1	nt	nt	nt	nt	nt
42	Cc1nc(N)sc1-c1csc(N(C)c2ccc(O)cc2)n1	-0.47	nt	nt	nt	nt
43	CC(=O)c1ccc(NC(=O)C2CC(=O)N(Cc3ccccc3)C2)cc1 (stereo not drawn)	0.54	-23	-11	-1	6
44	Cc1cc(C)nc(NS(=O)(=O)c2ccc(NC(=O)CCC3COc4ccccc4O3)cc2)n1 (stereo not drawn)	1.1	-4	4	10	1
45	CCOC(=O)c1ccc(N2C(=O)CC(SCC(N)C(=O)OCC)C2=O)cc1 (stereo not drawn)	0.26	nt	nt	nt	nt

item	H69AR growth 86K	Smad3 FoxH1 inh	HUVEC prolif 384	Lung fibro prol
31	21*	-6	73	94
32	98	9	93	101
33	74	0	103	99
34	100	0	98	96
35	0.9*	1	70	82
36	84	-3	102	93
37	nt	nt	nt	nt
38	97	3	99	101
39	nt	nt	nt	nt
40	53	-18	91	96
41	88	-4	99	93
42	63	3	74	87
43	112	-11	105	101
44	99	8	91	104
45	94	-4	101	105

Next section:
item	SMILES	PTK2B oligo ant	IL1B cytotox	HUVEC tox TNFa	F-actin modifier	VCAM1 TNFa inh
46	O=S(=O)(NCc1csc(-c2cccnc2)n1)c1cccs1	nt	nt	nt	nt	nt
47	COc1ccc(/C=C2\CCCC(C(=O)C(F)(F)F)=C2O)cc1	0.8	-22	-17	3	12
48	Cc1sc2ncnc(N3CCCCC3C)c2c1C (stereo not drawn)	0.18	nt	nt	nt	nt
49	CCn1c(N)c(C(=O)NCc2cccnc2)sc1=S	-0.12	nt	nt	nt	nt
50	CCc1ccc2c(c1)C(c1ccc([N+](=O)[O-])cc1)=NNC(c1ccc(F)cc1)=N2	-0.23	-20	20	3	2
51	COc1ccc(C(O)c2nccn2Cc2ccccc2)cc1 (stereo not drawn)	0.18	-7	-1	14	-7
52	COc1cc(NC(=O)c2cccc3c2C(=O)N(Cc2cccnc2)C3)cc(OC)c1OC	nt	nt	nt	nt	nt
53	Cc1cc(C(=O)C(=O)NC(C)C)c(C)n1-c1ccc([N+](=O)[O-])cc1	-0.57	2	-10	27	9

item	H69AR growth 86K	Smad3 FoxH1 inh	HUVEC prolif 384	Lung fibro prol
46	102	8	101	102
47	80	5	96	98
48	78	-5	110	87
49	111	14	101	nt
50	nt	nt	nt	nt
51	nt	nt	nt	nt
52	68	-1	82	96
53	nt	nt	nt	nt
